High-throughput results as filed in PubChem.
FN deposition inh: fibronectin deposition inhibition | AH1F fibroblasts, Alexa488-fibronectin deposition fluorescence, overnight | inhibition, % at 12.6 µM | actives 0.086% (n = 350,000);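 active = mean inhibition across replicates of 30% or more, regardless of how many single replicates reach that level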;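 note: positive control wells lacked labelled fibronectin entirely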
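Material – AH1F fibroblast monolayer, labelled fibronectin deposition · Reagent – labelled fibronectin 24 nM · Timing – 1 h adhesion, overnight exposure · Measured by – fluorescence at 485 nm excitation, 525 nm emission · Read-out – inhibition of fibronectin deposition signal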
esBAF inh: blocks esBAF chromatin remodeling in mouse ES cells | Bmi1-luciferase knock-in reporter, 24 h; 100% = twice the neutral-well signal | actives 2% (n = 350,000) | reporter increase, % at 12.5 µM; in the data active = activation above about 40%;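 note: 0% = median of the plate's neutral control wells and 100% = double that signal; a rise in the Bmi1 reporter signal indicates esBAF inhibition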
S100A4 MyoIIA: inhibitors of human S100A4 binding to myosin IIA peptide; S100A4/TAMRA-MyoIIA peptide fluorescence polarization; inhibition, % at 10.7 µM; actives 0.14% (n = 360,000); AID 652163;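 active = mean inhibition of at least 70% across replicates, with every replicate also reaching that level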
Target sequence (P26447 whole entry, looked up): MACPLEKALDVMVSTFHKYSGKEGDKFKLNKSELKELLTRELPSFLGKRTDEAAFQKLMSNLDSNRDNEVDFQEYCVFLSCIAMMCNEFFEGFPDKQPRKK
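Compound dosing: one dose per compound; test system: human S100A4 monomer with TAMRA-labelled myosin IIA peptide; probe or stimulus: TAMRA-labelled myosin IIA heavy-chain peptide probe, 5 nM; medium: HEPES buffer with Ca2+, pH 7.2; schedule: 5 min incubation before reading; benchmarks: neutral control DMSO, positive control TFP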
CASP6 VEID inh: inhibitors of human caspase-6. inhibition, % at 12.5 µM. actives 0.53% (n = 350,000). AID 686996. purified caspase-6, Z-VEID-R110 cleavage fluorescence. P55212;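 active = mean inhibition across replicates at least about 35%, with every replicate also reaching that limit, limit read from the data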;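 note: 0% = median of neutral control wells and 100% = no fluorescence left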
Target sequence (P55212 24-179 limits assumed): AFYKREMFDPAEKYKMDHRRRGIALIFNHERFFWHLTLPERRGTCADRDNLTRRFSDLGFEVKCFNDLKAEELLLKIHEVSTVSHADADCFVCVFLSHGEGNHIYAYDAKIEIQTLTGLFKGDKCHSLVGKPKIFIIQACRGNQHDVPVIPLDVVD
Target sequence (P55212 194-293 limits assumed): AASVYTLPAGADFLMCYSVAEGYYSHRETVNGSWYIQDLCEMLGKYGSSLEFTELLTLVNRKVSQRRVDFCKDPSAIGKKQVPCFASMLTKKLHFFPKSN
SIRT5 inh: inhibitors of human sirtuin-5 desuccinylase | Q9NXA8 | inhibition, % at 15 µM | Purified SirT5, succinyl-peptide AMC, trypsin-coupled fluorescence | actives 1.1% (n = 330,000); in the data active = inhibition above about 15%
Target sequence (Q9NXA8 whole entry, looked up): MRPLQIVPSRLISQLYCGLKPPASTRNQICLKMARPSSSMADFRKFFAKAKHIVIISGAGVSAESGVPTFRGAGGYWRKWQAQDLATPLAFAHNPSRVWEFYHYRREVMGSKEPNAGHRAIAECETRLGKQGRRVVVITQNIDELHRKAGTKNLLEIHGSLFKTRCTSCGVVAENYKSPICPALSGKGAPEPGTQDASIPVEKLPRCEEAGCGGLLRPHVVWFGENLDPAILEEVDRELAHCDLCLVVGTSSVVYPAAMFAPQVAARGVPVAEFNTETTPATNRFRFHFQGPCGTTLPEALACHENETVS
Statin myotox sup: suppression of simvastatin myotoxicity; actives 0.78% (n = 330,000); C2C12 myotubes + simvastatin, ATP luminescence, 48 h; scaled: DMSO 0, geranylgeraniol control 100; rescue of ATP level, % at 7.49 µM;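 active = mean ATP rescue above about 67%, or every replicate alone reaching that limit, limit read from the data, passing the limit was not always enough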;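 note: myotubes were challenged with 10 µM simvastatin during compound exposure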
LGR2 inh: blocks bursicon-induced cAMP signaling via Drosophila LGR2; HEK293 LGR2, CRE-luciferase, bursicon-stimulated, 4 h; inhibition, % at 9.99 µM; actives 0.35% (n = 380,000);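 active = drop in luminescence signal, shown as inhibition above about 50% in the replicate tests, limit read from the data, passing the limit was not always enough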;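 note: agonist challenge used bursicon conditioned medium at about half maximal strength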
An asterisk follows results filed as active; . = no result given.

mol,FN deposition inh,esBAF inh,S100A4 MyoIIA,CASP6 VEID inh,SIRT5 inh,Statin myotox sup,LGR2 inh
O=C(Cc1n[nH]c(=O)c2ccccc12)Nc1cc(C(F)(F)F)ccc1-n1cncn1,-0.2,3.5,-5.1,1.4,-2.7,-6.1,-8.0
CC(C)C#Cc1cnc2c(c1)C(=O)N([C@@H](C)CO)C[C@H](C)[C@H](CN(C)Cc1ccccn1)O2,5.3,-1.1,-45.1,3.0,-3.0,22.0,-6.9
Fc1cccc(NC(=S)NCc2ccc(Cl)cc2)c1,-8.0,.,-1.5,0.5,-1.6,.,-12.3
O=C(NCCc1ccc(O)c(O)c1)C1COc2ccccc2O1 (stereo not drawn),4.9,-0.7,7.9,11.6,-1.0,-20.5,1.5
N/C(=N\OC(=O)Cc1cccs1)c1ccc(Br)cc1,-9.5,35.6,0.4,0.8,-2.8,6.7,-74.2
CC(C)(C)c1nnc2sc(SC/C(O)=C(\C#N)c3nc4ccccc4[nH]3)nn2c1=O,-1.1,6.3,.,.,.,-10.2,.
O=C(O)Cn1c(COc2ccc(Cl)cc2)nc2ccccc21,0.3,.,-1.4,1.3,-0.8,.,-2.0
COc1ccc(CN2C[C@@H](O)COC[C@@H]3O[C@H](CC(=O)N(C)C)CC[C@H]32)cc1,1.5,4.1,30.3,-0.7,9.8,-3.7,0.5
Cc1noc(C(=O)N2CCN(c3ccccc3)CC2)c1Cl,9.8,-0.7,-3.2,-1.2,0.6,-9.2,-6.6
O=C(CCN1CCCCC1)NCC[C@H]1CC[C@H](NC(=O)C2CCC2)[C@H](CO)O1,.,0.9,6.2,-2.5,3.0,-3.1,-14.9
CNC[C@@H]1Oc2c(NC(=O)Nc3c(C)noc3C)cccc2C(=O)N([C@H](C)CO)C[C@H]1C,1.8,2.9,3.6,2.9,-5.4,15.4,-6.6
Cc1noc(C)c1S(=O)(=O)N(C)C[C@@H]1OCCCC[C@@H](C)Oc2ccc(NS(=O)(=O)c3cn(C)cn3)cc2C(=O)N([C@H](C)CO)C[C@@H]1C,5.0,2.7,-3.6,-2.0,-2.4,.,7.1
O=C(O)CN1C(=O)NC2(CCc3ccccc32)C1=O (stereo not drawn),-2.1,-2.7,3.8,1.1,.,-3.9,3.8
O=C(C1CCCC1)N1CC[C@@H]2[C@@H](CO)Nc3ccc(Br)cc3[C@@H]21,11.6,.,-40.5,2.2,-2.2,.,1.8
COCCNC(=O)[C@@H]1[C@@H](CO)[C@@H]2Cn3c(cccc3=O)[C@H]1N2Cc1cccc(Cl)c1,-6.1,-0.9,-2.9,4.0,1.0,2.4,-5.0
O=C(NCc1ccc2c(c1)OCO2)C(=O)NCC1OCCN1S(=O)(=O)c1ccc(Cl)cc1 (stereo not drawn),-0.3,3.1,-17.1,-0.5,22.2*,26.0,-6.1
CC(=O)NC1(c2cccc(F)c2)CCN(C(=O)Nc2ccc(C#N)cc2)CC1,2.5,-6.0,.,.,.,-3.2,.
Cc1[nH]c2ccccc2c1C(=O)COC(=O)c1ccc([N+](=O)[O-])s1,-9.4,1.2,4.2,-5.0,0.1,3.9,7.7
COC(=O)c1ccc(CNC(=O)c2ccc3c(c2)NC(=O)CS3)cc1,6.1,-3.3,1.2,0.1,0.0,0.8,.
O=C(CSc1nccn1-c1ccccc1)NO,-1.1,.,-1.0,-1.5,2.1,.,7.1
COc1ccc(-n2c(SCC(=O)N(C)C3CCS(=O)(=O)C3)nc3ccc(O)cc3c2=O)cc1OC (stereo not drawn),2.1,-1.9,-4.6,-3.6,.,-0.2,2.0
C[C@H]1CN([C@@H](C)CO)C(=O)c2cc(-c3cccc(F)c3)cnc2O[C@H]1CN(C)C(=O)c1ccccn1,.,1.5,34.7,-6.2,1.3,7.7,18.8
C[C@H](CO)N1C[C@H](C)[C@@H](CN(C)S(=O)(=O)c2ccc(F)cc2)Oc2ccc(NC(=O)Nc3cccc4ccccc34)cc2CC1=O,.,-2.4,-9.3,2.4,8.5,13.4,-10.0
Cn1c(CNc2cccc(C(F)(F)F)c2)n[nH]c1=S,.,.,-0.2,1.9,-2.3,.,29.6
O=C(O)CN1C(=O)/C(=C\c2cc(Br)ccc2OCc2ccc(Cl)cc2)SC1=S,-4.7,28.4,0.4,77.2*,12.4,-42.2,-7.8
O=C(CSc1ccccc1C(=O)O)NC1CCCCCC1,-2.7,.,-1.6,0.9,4.3,.,6.1
Cc1ccccc1OCC(=O)Nc1ccc(C)c(S(=O)(=O)N2CCCCCC2)c1,8.0,8.3,0.3,1.1,-2.6,-7.3,10.6
CC1=CCC2C(=O)N(CCc3c[nH]c4ccccc34)C(=O)C2C1 (stereo not drawn),.,38.1,.,.,.,-16.2,-19.1
COc1ccc(CCNC(=O)COc2ccc(N(C)S(=O)(=O)c3ccc(C)cc3)cc2)cc1,7.7,3.7,-3.6,0.5,-1.9,7.0,11.5
C[C@H](CO)N1C[C@H](C)[C@H](CN(C)C)Oc2ncc(-c3ccccc3F)cc2C1=O,6.1,2.6,2.0,-1.8,17.2*,-2.8,11.9

Random excerpt: 4 compounds from above, in no set order.
mol,FN deposition inh,esBAF inh,S100A4 MyoIIA,CASP6 VEID inh,SIRT5 inh,Statin myotox sup,LGR2 inh
COc1ccc(-n2c(SCC(=O)N(C)C3CCS(=O)(=O)C3)nc3ccc(O)cc3c2=O)cc1OC (stereo not drawn),2.1,-1.9,-4.6,-3.6,.,-0.2,2.0
Cc1ccccc1OCC(=O)Nc1ccc(C)c(S(=O)(=O)N2CCCCCC2)c1,8.0,8.3,0.3,1.1,-2.6,-7.3,10.6
C[C@H](CO)N1C[C@H](C)[C@@H](CN(C)S(=O)(=O)c2ccc(F)cc2)Oc2ccc(NC(=O)Nc3cccc4ccccc34)cc2CC1=O,.,-2.4,-9.3,2.4,8.5,13.4,-10.0
Cn1c(CNc2cccc(C(F)(F)F)c2)n[nH]c1=S,.,.,-0.2,1.9,-2.3,.,29.6

New compounds follow
mol,FN deposition inh,esBAF inh,S100A4 MyoIIA,CASP6 VEID inh,SIRT5 inh,Statin myotox sup,LGR2 inh
Cc1c(C(=O)NCc2cccnc2)sc2nc(-c3ccc(F)cc3)cn12,6.5,66.4*,2.3,1.6,8.6,-19.8,-45.7
Cc1cc(NC(C)c2ccccc2)n2ncc(-c3ccccc3)c2n1 (stereo not drawn),0.3,59.2*,-0.5,0.4,-2.8,-33.6,-141.0
C[C@@H]1CCCCO[C@H](CN(C)C(=O)Nc2ccc(F)cc2)[C@H](C)CN([C@H](C)CO)C(=O)c2cc(NC(=O)c3ccccc3)ccc2O1,.,3.2,7.4,-0.1,-2.4,.,20.4
COc1ccc(CN2C(=O)c3ccccc3C2=O)cc1C(=O)Nc1ccc(C)cc1C,-0.3,.,-2.1,2.9,-3.1,.,14.4
CC(C)(C)c1nc(C(C)(C)C)c(Br)c(=O)[nH]1,1.8,-2.6,-5.2,-1.3,-3.5,2.2,32.1
Cc1ccc(NC(=O)CSc2nnc(Cn3c(=O)sc4ccccc43)n2C)cc1,-7.9,-4.7,-1.1,1.4,.,-3.1,27.3
Cc1ccc(N2C(=O)C3C4C=CC(CC4)C3C2=O)cc1Br (stereo not drawn),-1.1,-1.0,4.5,-0.9,-4.5,-4.0,-10.5
CC(C)NC(=O)Nc1ccc2c(c1)C(=O)N([C@H](C)CO)C[C@H](C)[C@@H](CN(C)S(=O)(=O)c1ccc(F)cc1)OCCCC[C@@H](C)O2,.,-2.1,8.8,0.4,-5.8,.,14.1
CC(=O)CCc1oc2ccccc2c1-c1ccccc1,-2.6,1.9,0.6,-1.1,0.7,12.4,0.3
COc1ccccc1-c1cnc2c(c1)C(=O)N([C@H](C)CO)C[C@@H](C)[C@H](CN(C)C(=O)c1ccncc1)O2,-7.1,-2.7,6.5,2.2,-1.2,-10.7,7.3
C#CCOCCOCCOCCNc1nc(N2CCN(C(=O)[C@H]([C@@H](C)CC)n3cc(CCC(=O)O)nn3)CC2)nc(N2CCN(C(=O)[C@H](CCCCN)n3cc(CC(C)O)nn3)CC2)n1 (stereo partly drawn),0.9,6.6,-17.2,3.6,.,5.6,3.8
C[C@@H]1CCCCO[C@@H](CN(C)Cc2ccc(C(=O)O)cc2)[C@@H](C)CN([C@@H](C)CO)C(=O)c2cc(NC(=O)Nc3ccc(F)cc3)ccc2O1,.,-2.2,5.6,1.2,2.0,.,-6.2
Cn1c(=O)cc(OCC(=O)NCCCN2CCN(Cc3ccccc3)CC2)c2ccccc21,-14.5,-1.5,-3.4,-2.9,-1.6,6.2,2.8
COCC(=O)N1CCC2(CC1)CN(Cc1nccs1)[C@@H](CO)c1c2c2ccc(OC)cc2n1C,.,.,-0.6,-1.9,0.5,.,-14.2
CC(=O)c1ccc(NC(=O)CN(C)CC(=O)Nc2cccc(F)c2)cc1,-15.7,.,0.8,1.1,-2.4,.,-6.6
Cc1ccc(C(=O)Nc2c(-c3ccccc3)[nH][nH]c2=O)cc1,3.3,.,1.0,6.6,.,.,13.2
Cc1ccccc1-c1noc(CCC(=O)NCC2CCCO2)n1 (stereo not drawn),-7.6,3.5,.,.,.,42.3,.
CC(=O)N1CCOc2ccc(S(=O)(=O)N(C)c3cccc(C)c3)cc21,-6.1,7.9,-2.6,2.1,-2.8,4.8,-11.2
CCOc1ccc(N2C(=O)CCC2=O)cc1,3.5,-5.6,.,.,.,10.5,.
CCC(=O)N1CCc2cc(S(=O)(=O)NC(C(=O)NC3CCCc4ccccc43)C(C)C)ccc21 (stereo not drawn),9.3,.,-18.9,-2.1,0.1,.,4.7
Cc1cccc(OCC(=O)NC2CCCC2)c1,6.2,5.4,-3.1,-3.9,-5.2,30.1,8.6
Cc1nc2ncnn2c(N2CCCC(C(=O)Nc3ccc4c(c3)CCC4)C2)c1C (stereo not drawn),0.8,4.3,.,.,.,-14.8,.
Cc1ccccc1-n1c(=O)cc(NCC2CCCO2)[nH]c1=O (stereo not drawn),.,-1.4,-8.6,2.3,-1.6,-22.0,-3.7
O=C(N[C@@H]1CC[C@H](CCNS(=O)(=O)c2ccc(F)cc2)O[C@H]1CO)c1cccnc1,.,0.3,-7.8,2.9,0.4,-3.6,-11.6
COc1cc(NC(=O)C(C)Oc2ccccc2)ccc1NC(=O)COc1ccccc1 (stereo not drawn),.,.,5.6,3.3,-3.9,.,14.7
CCCNC(=O)c1cc(C2CCCCN2S(=O)(=O)c2cccc3cccnc23)on1 (stereo not drawn),-7.0,-0.4,-3.7,0.4,.,9.4,7.4
COc1ccc(NC(=O)N(C)C[C@@H]2Oc3c(NC(=O)Nc4ccc5c(c4)OCO5)cccc3C(=O)N([C@@H](C)CO)C[C@H]2C)cc1,.,-0.6,5.4,1.8,0.1,1.3,-5.8
Nc1ncc([N+](=O)[O-])c(N2CCCCCC2)n1,7.6,-31.1,6.2,2.2,.,14.0,13.9

These rows are one share of the data. The share of hits here may be higher or lower than overall.
